# hK5 inh: human KLK5 protease inhibitors, primary screen, biochemical, 1536-well; recombinant hK5, fluorogenic AMC substrate cleavage; Kallikrein-5 (Homo sapiens), Q9Y337; inhibition, % at 5 µM; hit rate 0.59% among 210,000;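 active = inhibition of 40% or more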;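 note: 0% = enzyme controls without compound and 100% = no-enzyme blanks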
# Cl transport mod: KCC2 cotransporter modulators, thallium flux, primary screen, cell-based, HEK293 KCC2, FluoZin-2 fluorescence, MLSMR; Solute carrier family 12 member 5 (Homo sapiens), Q9H2X9; KCC2 cells, thallium flux FluoZin-2 fluorescence; B-score of Tl+ flux slope (higher = more flux/activation; lower = inhibition) at 10 µM; hit rate 2.2% among 190,000; AID 1456, 2008;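 active = thallium flux slope and its plate-corrected score both differing from the plate sample mean at a set confidence after two filtering rounds, in either direction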;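 note: slope of fluorescence scaled to starting intensity during 10 to 20 s after thallium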
# thrombin 1536: human alpha-thrombin inhibitors, primary screen, counter-screen for coagulation protease inhibitor project, biochemical, 1536-well, fluorogenic AMC substrate | inhibition, % at 5 µM | Boc-VPR-AMC fluorogenic substrate cleavage | hit rate 0.26% among 220,000 | AID 1046, 2008;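 active = inhibition at or above 40%; inactive = inhibition below 40%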;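 note: 0% = enzyme with no compound and 100% = wells without enzyme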
#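 Test system: human alpha-thrombin; medium: pH 7.5 Tris-saline with Tween 20; times: reaction at room temperature; signal: AMC fluorescence at 355 nm excitation and 460 nm emission; also added: Boc-VPR-AMC substrate, 15 µM final; dosing: one concentration per compound, 5 µM, with 0.2% DMSO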
# EBV gp42 block: Epstein-Barr virus gp42 inhibitors, primary screen, biochemical, uHTS, fluorescence polarization; Fluorescence polarization binding assay, mP read-out; Glycoprotein 42 (Epstein-Barr virus (strain AG876)), Q1HVG2; inhibition, % (tested at 21.74 µM); hit rate 0.42% among 220,000; in the data active = inhibition above about 50%
# Target sequence (Q1HVG2 whole entry, looked up): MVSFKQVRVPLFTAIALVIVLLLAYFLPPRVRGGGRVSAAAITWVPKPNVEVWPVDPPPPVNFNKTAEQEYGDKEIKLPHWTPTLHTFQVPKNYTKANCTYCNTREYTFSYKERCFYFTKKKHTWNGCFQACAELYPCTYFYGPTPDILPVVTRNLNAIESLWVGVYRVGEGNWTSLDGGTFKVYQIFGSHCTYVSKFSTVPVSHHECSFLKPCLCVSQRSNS
# Rad51 HR inh: human RAD51 strand exchange inhibitors, primary screen, biochemical, fluorescence; hit rate 0.085% among 200,000; hRad51 DNA strand exchange, fluorescence dequenching; inhibition, % at 10 µM;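 active = inhibition above 40% at the single screening dose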;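 note: 0% = DMSO control wells and 100% = blanks with heterologous ssDNA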
#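 System: human Rad51 nucleoprotein filaments preassembled on unlabelled ssDNA. Reagent: labelled 47-mer dsDNA for strand exchange. Schedule: 30-min compound preincubation and 15-min exchange, both room temperature. Measured by: FRET fluorescence dequenching, excitation 485 nm, emission 520 nm. Read-out: Fluorescence-based percent inhibition, control- and blank-normalised. Benchmarks: plate controls and plate blanks.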
# eIF4E-4G inh: eIF4E–eIF4G protein interaction inhibitors, primary screen, biochemical, uHTS, TR-FRET, eIF4GI fragment; Eukaryotic translation initiation factor 4E (Mus musculus) + Eukaryotic translation …; hit rate 0.37% among 220,000; inhibition, % at 21.7 µM; TR-FRET eIF4E-eIF4GI(517-606) binding, 2 h; AID 782, 2007;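 note: 0% = full FRET control wells and 100% = background wells lacking eIF4GI fragment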
# 14-3-3 Bad inh: inhibitors of 14-3-3 zeta/Bad binding, primary screen, biochemical, TR-FRET, bovine 14-3-3 zeta | 14-3-3 protein zeta/delta (Bos taurus), P63103 | TR-FRET 14-3-3zeta/Dy647-pBad peptide displacement, 1 h | inhibition, % at 21.7 µM | hit rate 0.71% among 220,000;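 active = inhibition above about 70%, limit read from the data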;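 note: 0% = full 14-3-3 plus peptide FRET controls and 100% = background without 14-3-3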
# Target sequence (P63103 whole entry, looked up): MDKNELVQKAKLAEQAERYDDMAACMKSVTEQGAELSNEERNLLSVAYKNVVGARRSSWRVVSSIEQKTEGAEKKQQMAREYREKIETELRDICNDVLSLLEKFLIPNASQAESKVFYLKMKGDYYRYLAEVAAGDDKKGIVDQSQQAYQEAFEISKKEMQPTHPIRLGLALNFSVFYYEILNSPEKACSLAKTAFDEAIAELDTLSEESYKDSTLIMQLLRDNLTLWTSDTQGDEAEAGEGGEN
# p47phox inh: p47phox/p22phox peptide binding inhibitors, primary screen, biochemical, uHTS, NADPH oxidase regulatory subunit | Neutrophil cytosol factor 1 (Homo sapiens), P14598 | fluorescence polarization, 2 h | inhibition, % at 24.7 µM | hit rate 0.53% among 220,000;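 note: 0% = p47phox with labelled peptide and 100% = labelled peptide alone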
# Furin inhibitor: human furin inhibitors, primary screen, biochemical, fluorescence intensity. inhibition, % at 30 µM. hit rate 0.061% among 220,000. purified furin, fluorogenic substrate cleavage. AID 463115, 2010. P09958; in the data active = inhibition above about 25%; note: inactives centre near -15
# Target sequence (P09958 108-714 limits assumed): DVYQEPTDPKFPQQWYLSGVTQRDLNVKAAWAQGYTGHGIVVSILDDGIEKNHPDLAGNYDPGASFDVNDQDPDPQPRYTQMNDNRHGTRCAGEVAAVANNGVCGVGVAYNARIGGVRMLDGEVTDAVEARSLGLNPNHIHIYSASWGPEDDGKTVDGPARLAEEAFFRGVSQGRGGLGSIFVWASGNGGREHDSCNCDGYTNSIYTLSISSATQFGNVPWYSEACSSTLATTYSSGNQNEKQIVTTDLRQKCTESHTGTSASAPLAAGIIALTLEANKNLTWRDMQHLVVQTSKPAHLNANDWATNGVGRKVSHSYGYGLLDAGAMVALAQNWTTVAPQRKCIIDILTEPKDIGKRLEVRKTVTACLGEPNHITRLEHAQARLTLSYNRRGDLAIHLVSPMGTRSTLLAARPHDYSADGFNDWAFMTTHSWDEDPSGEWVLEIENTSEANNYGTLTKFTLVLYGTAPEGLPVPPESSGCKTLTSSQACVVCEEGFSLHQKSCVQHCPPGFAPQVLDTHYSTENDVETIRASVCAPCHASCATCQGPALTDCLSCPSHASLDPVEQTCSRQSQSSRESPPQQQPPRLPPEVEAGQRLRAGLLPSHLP
# Numbers without * were called inactive; / = not tested or not shown; [ ] = another dose, or the depositor's remark.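 Rule for the calls, unless noted: active = inhibition above about 30% (limit read from the data); inactive = the rest.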
SMILES,hK5 inh,Cl transport mod,thrombin 1536,EBV gp42 block,Rad51 HR inh,eIF4E-4G inh,14-3-3 Bad inh,p47phox inh,Furin inhibitor
Cc1noc(NS(=O)(=O)c2ccc(NC(=O)CSc3nc4c(cc3C#N)CCCC4)cc2)c1C,2,/,-7,-4,4,-4,-7,-8,-22
Cc1ccc(OCC(=O)N2c3ccccc3CC2C)c([N+](=O)[O-])n1 (stereo unspecified),3,-2.2,-6,-17,35,1,-13,-7,-31
Cc1onc(-c2c(Cl)cccc2Cl)c1C(=O)NN1CCCCCC1,4,0.77,-3,-6,8,0,-8,0,-9
COc1ccc(Oc2nc3ccccc3n(C)c2=O)cc1,-22,0.4,1,-2,-3,2,12,-7,1[20 µM]
O=C(Nc1cccc(S(=O)(=O)N2CCCCC2)c1)c1ccc([N+](=O)[O-])o1,1,0.082,-1,-9,-2,4,-3,-8,-24
OCCCc1nc2n(n1)C(c1ccccc1)C=C(c1ccccc1)N2 (stereo unspecified),-7,-0.39,-4,24,-9,0,5,-10,-22
CCc1ccccc1NC(=O)CN(C)S(=O)(=O)c1ccc2c(c1)c(=O)n(C)c(=O)n2C,25,/,-8,-5,0,5,11,4,-30
CCc1nnc(NC(=O)CSc2nnc3c(C)cc4c(C)ccc(C)c4n23)s1,-7,0.56,2,-7,-2,-2,-7[fluorescence artefact?],-7,-16
COCCNC(=S)Nc1ccc(S(=O)(=O)Nc2ncccn2)cc1,/,0.016,-4,-6,/,-1,6,-15,-16
CCOc1cc(C(=O)Nc2cccc(C(C)=O)c2)ccc1OCC(=O)N1CCCCC1,-3,-0.11,-11,-8,-2,-4,-10,1,-37
CC1(C)C(=O)C2(CCCCC2)C(=O)OC1c1cccc([N+](=O)[O-])c1 (stereo unspecified),-5,0.81,-1,2,0,0,0,-21,-7
O=C(N/N=C/c1ccccc1C(=O)O)c1cccc(S(=O)(=O)Nc2cc(Cl)ccc2Cl)c1,-4,1.4,-7,-16,9,-13,5,-4,-22
CC1CCC2(CC1)SCC(=O)N2c1ccccc1 (stereo unspecified),91*,-0.31,20,-9,5,0[fluorescence artefact?],-11[fluorescence artefact?],9,-3[20 µM]
O=C(c1ccccc1)N1CCN(c2ccc(NCc3ccc4c(c3)OCO4)cc2)CC1,-7,-0.13,2,-4,1,-3[fluorescence artefact?],2,-7,-5
O=S(=O)(NC(=S)Nc1ccccc1)c1ccc(F)cc1,4,0.87,4,2,5,-1,1,14,-19
CC(C)NC(=O)NC(=O)CSc1nnc(COc2ccccc2F)n1C(C)C1CC2CCC1C2 (stereo unspecified),-7,-0.071,0,1,/,-4,7[fluorescence artefact?],-8,-16[20 µM]
COc1ccc(N2CCN(C(=S)Nc3ccc(C)cc3C)CC2)cc1,-3,0.018,-10,5,-5,-4,-13,-5,-21
O=C(/C=C/c1ccc2ccccc2n1)N1CCN(S(=O)(=O)c2ccc(F)cc2)CC1,8,-0.86,9,-27,-17,-11,1,-18,0
Cc1ccccc1C(O)c1ccncc1 (stereo unspecified),-1,-0.063,-4,-1,7,-5,8,-6,-19[20 µM]
Cc1ccc(C)c(Cn2c(=O)n(CCCC(=O)NCc3ccco3)c(=O)c3ccccc32)c1,-12,0.043,-2,-1,/,-1[fluorescence artefact?],-5,-5,-21
CSC1=NS(=O)(=O)c2c(C)nn(C)c2S1,2,-4*,-3,-17,3,6,-2,-20,-32
Cc1ccc2c(c1)C(c1ccccc1)CC(=O)O2 (stereo unspecified),-2,-0.0029,0,-12,8,-3,-22,-10,-17
O=c1oc2ccccc2n1Cn1c(=O)oc2ccccc21,-2,/,0,-7,-8,2,-6,0,-17
COc1ccc(N(CC(=O)NN=C2CCCCCCC2)S(=O)(=O)c2ccccc2)cc1,6,-0.36,-6,4,-1,4,-1[fluorescence artefact?],-2,-11[20 µM]

# Two entries picked at random from the list so far, as already listed:
SMILES,hK5 inh,Cl transport mod,thrombin 1536,EBV gp42 block,Rad51 HR inh,eIF4E-4G inh,14-3-3 Bad inh,p47phox inh,Furin inhibitor
CC1CCC2(CC1)SCC(=O)N2c1ccccc1 (stereo unspecified),91*,-0.31,20,-9,5,0[fluorescence artefact?],-11[fluorescence artefact?],9,-3[20 µM]
CC(C)NC(=O)NC(=O)CSc1nnc(COc2ccccc2F)n1C(C)C1CC2CCC1C2 (stereo unspecified),-7,-0.071,0,1,/,-4,7[fluorescence artefact?],-8,-16[20 µM]

# Shown as a hit in Cl transport mod, among the entries above:
molecule,hK5 inh,Cl transport mod,EBV gp42 block,eIF4E-4G inh,14-3-3 Bad inh,p47phox inh,Furin inhibitor
CSC1=NS(=O)(=O)c2c(C)nn(C)c2S1,2,-4*,-17,6,-2,-20,-32

# Remaining list, next part:
SMILES,hK5 inh,Cl transport mod,thrombin 1536,EBV gp42 block,Rad51 HR inh,eIF4E-4G inh,14-3-3 Bad inh,p47phox inh,Furin inhibitor
O=C1NC(c2ccccc2)C(C(=O)c2cccs2)=C1O (stereo unspecified),0,-1.2,2,-10,-2,3,-1,-15,-22
Cc1cc(C)c2[nH]c(=O)c(CN(C(=O)C3CCCO3)C3CCCC3)cc2c1 (stereo unspecified),-3,0.75,-5,-5,-4,4,-2,-6,-26
Cc1cccc(C(=O)O/N=C(/c2ccccc2)c2ccncc2)c1,-4,-0.39,-11,0,-9,2,-3,-8,-13
CCOc1ccc(Cn2ccnc2CCl)cc1[N+](=O)[O-],7,/,2,-17,/,-11,32,5,-9[20 µM]
CC1CC(C)(C)NC(=S)N1CC(=O)NCc1ccc2c(c1)OCO2 (stereo unspecified),-6,0.82,-7,2,2,2,-8,6,-17
Cc1cc(NS(=O)(=O)c2ccc(NC(=O)CSc3nc4ncc(Br)cc4[nH]3)cc2)nc(C)n1,-1,-0.015,-3,9,2,-3,-6,5,-5
c1ccc(CSc2ccc(-c3cccnc3)nn2)nc1,-2,0.24,-5,2,-4,-3,-7,11,-22
Cc1ccc(C(=O)Nc2onc(C)c2C#N)cc1,1,0.51,2,-10,-6,0,-4,-8,-24[20 µM]
CCOc1cc(CNCC2CCCO2)cc(Br)c1OCC(N)=O (stereo unspecified),0,/,2,-18,-2,-4,1,-7,-15
CCN(c1ccccc1)S(=O)(=O)c1ccc(Cl)c(NC(=O)COC(=O)c2ccc(O)cc2)c1,7,1.2,10,9,-7,-1[fluorescence artefact?],13[fluorescence artefact?],10,-9
COc1ccccc1NC(=S)N(Cc1ccco1)Cc1cc2cccc(C)c2[nH]c1=O,-16,-0.63,1,-3,-2,-5,-5[fluorescence artefact?],-16,4
Cc1ccccc1-c1nnc(SCc2ccc(F)cc2)o1,-24,/,-13,2,1,-17,3,-1,6[20 µM]
O=C(Nc1ccccc1F)c1c[nH]c(=O)[nH]c1=O,-4,0.61,-12,-1,/,0,-4,4,-6
O=C(Nc1nc(-c2ccccc2)cs1)c1ccc2c(=O)n3c(nc2c1)CCCCC3,1,-0.72,-5,-1,-1,1,2,-26,-22
CCC(Sc1ccc(C(=O)O)cc1)C(=O)O (stereo unspecified),-17,-0.36,-3,-15,10,-2[fluorescence artefact?],4[fluorescence artefact?],-2,-11[20 µM]
CC(C)(C)C(=O)c1cnc(Nc2ccccc2)s1,-22,0.032,-8,-9,-5,1,1,-5,-15[20 µM]
COc1ccc(OC)c(C(=O)c2ccc(C(=O)Nc3cccc4ccccc34)cc2)c1,-11,1.1,3,5,5,-6[fluorescence artefact?],-7,-2,-1
CCOC(=O)c1nnn2c1nc(SCC(C)=O)c1ccccc12,-4,2.7,-5,1,17,-1,-5,8,-14
COc1ccccc1-n1cnnc1SC(C)C(=O)Nc1cccc([N+](=O)[O-])c1 (stereo unspecified),-8,0.47,-7,-18,6,1,0[fluorescence artefact?],-4,-19
O=C(NNC(=S)NC(=O)c1ccccc1[N+](=O)[O-])c1ccccc1,-105,1.1,-5,0,10,5[fluorescence artefact?],-13,-4,-23[20 µM]
C1=C(c2ccccc2)N2CCN=C2S1,6,0.19,0,2,2,2,-9,-4,-15[20 µM]
Cn1ccnc1Sc1cc(NCCCO)c([N+](=O)[O-])c2nonc12,-4,-0.41,-7,-18,3,-2,-2,-3,-6
Cc1ccccc1N=C1NC(=O)/C(=C/c2cccnc2)S1,5,-0.58,-6,-17,/,-4,-8,-21,-7
CCC(CC)C(=O)NCCc1ccc(S(N)(=O)=O)cc1,4,-2.9,0,-3,-2,-3[fluorescence artefact?],-2[fluorescence artefact?],-8,-12[20 µM]
CCCCc1nnc(NC(=O)c2nc3nccc(C)n3n2)s1,-10,0.38,-6,-11,2,-3,-6,-12,-16
Cc1nnc(NC(=O)CSc2nnc(CNC(=O)c3ccccc3)n2-c2ccccc2)s1,-4,0.71,-5,-7,2,-1,15,-2,-13
O=C(NC(C(=O)N/N=C/c1ccccn1)c1n[nH]c(=O)c2ccccc12)c1ccccc1 (stereo unspecified),-4,0.076,-5,-6,-3,6,-5,7,-18
CCOC(=O)C1CCN(c2c(NCCN(CC)c3ccccc3)c(=O)c2=O)CC1,4,0.92,-2,-18,/,0,-5,-9,-20
c1ccc(C2CNCc3c2ccc2ccccc32)cc1 (stereo unspecified),-10,1,-4,-15,4,12,-9,-8,-8
Cc1sc2nc(SC3CCOC3=O)n(Cc3ccccc3)c(=O)c2c1C (stereo unspecified),-3,1,-4,5,19,-1,3,-32,-10
CC1=C(C(=O)Nc2cccnc2)C(c2ccc3c(c2)OCO3)C2=C(CCCC2=O)N1 (stereo unspecified),-24,-0.12,0,-4,6,1,8,-14,-20[20 µM]
CCCCC(=O)NS(=O)(=O)c1ccc(N=NN2CCOCC2)cc1,39,0.41,17,15,/,1,34[fluorescence artefact?],-8,-2
CCCC(=O)Nc1cc(C)c2c(=O)oc3ccccc3c2n1,4,-0.26,-1,-5,-2,-14,-1,-19,-28
CCC(C)NC(=O)CC(c1ccc(OC)cc1)n1cccc1 (stereo unspecified),-14,/,3,-3,-6,3[fluorescence artefact?],5[fluorescence artefact?],-2,-13
CC(=O)Nc1ccc(SC(C)C(=O)NC(N)=O)cc1 (stereo unspecified),-11,-1.4,-4,-17,-2,5[fluorescence artefact?],0[fluorescence artefact?],4,-14[20 µM]
CC(C)(C)C(=O)C[n+]1ccc(C(N)=O)cc1,-26,-0.13,-5,-8,/,2[fluorescence artefact?],-2,-4,-20
Cc1ccc(CSc2nnc(SCC(=O)N/N=C/c3c[nH]c4ccccc34)s2)cc1,11,-2.6,24,19,-3,9,95*,39*,-16

# Some values from the results shown:
# hK5 inh, `O=C(Nc1ccccc1F)c1c[nH]c(=O)[nH]c1=O` → -4
# EBV gp42 block, `O=C(Nc1nc(-c2ccccc2)cs1)c1ccc2c(=O)n3c(nc2c1)CCCCC3` → -1
# Cl transport mod, `CC(C)NC(=O)NC(=O)CSc1nnc(COc2ccccc2F)n1C(C)C1CC2CCC1C2` (stereo unspecified) → -0.071
# thrombin 1536, `CC(=O)Nc1ccc(SC(C)C(=O)NC(N)=O)cc1` (stereo unspecified) → -4
# hK5 inh, `COc1ccc(N(CC(=O)NN=C2CCCCCCC2)S(=O)(=O)c2ccccc2)cc1` → 6

# Screens deposited in PubChem by several laboratories.

# The order is random (roughly 4.7% active in at least one column).
